Screens as filed in PubChem.
p53 reactivation: restores transcriptional activity of mutant p53 | AID 504706 | hit rate 0.063% among 320,000 | Potency, µM (highest dose often 92.2 µM), without a hit: top-dose activity change, positive = activation, hits mostly activators | H1299 p53-A138V BP100-luciferase reporter, luminescence, 24 h; note: potency is the fitted concentration of half-maximal effect; % of control where 0% means no effect; nearly all actives have a fitted effect of over 45% in size
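H1299 (p53-null), stable ts p53-A138V + BP100-Luc; 1000 cells/well, Opti-MEM/10% FBS; cpd 4 pt, 1:5; 24 h, 37 deg C, 5% CO2; detection reagent 10 min RT; luminescence.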
BRCA1 expr up: BRCA1 expression activation; MCF7-BRCA1-FFLuc reporter, luminescence, 48 h; response scale: scaled: vehicle 0%, 10 µM genistein 100%; Potency, µM (top dose mostly 46.1 µM), for inactives: at the top dose activation, usual class: activators; hit rate 1.1% among 380,000; AID 624202; note: potency is the fitted concentration of half-maximal effect; nearly all actives have a fitted effect of over 80% in size; some results filed as inactive show a strong effect at the top dose
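Cells: MCF7-BRCA1-FFLuc, 2000/well. Exposure: 48 h, 37 °C, 5% CO2. Read: luminescence, 15 min post-substrate. Controls: genistein 10 microM (maximal activation), DMSO (neutral).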
ASM inhibitor: blocks human secretory acid sphingomyelinase. P17405. Potency, µM (titrated, usually from 57.5 µM), inactives show at the top dose activity change, negative = inhibition, usual class: inhibitors. placental ASM, HMU-PC fluorogenic substrate, 60 min. hit rate 0.006% among 340,000. AID 504937; note: potency is the fitted concentration of half-maximal effect
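Fluorogenic HMU-PC substrate (9 uM final) is turned over by placental ASM in 60 min at 37 C after a 10 min compound preincubation. Reaction ended by alkaline stop (pH 10), with fluorescence read at 386/447 nm.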
Integrin act MD: activates integrin-mediated alleviation for muscular dystrophy; AID 624291; alpha7betagal myoblasts, beta-gal FDG fluorescence, 48 h; Potency, µM (titrated, usually from 38.3 µM), for inactives: at the top dose activation, usual class: activators; hit rate 0.064% among 350,000;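 note: potency is the fitted concentration of half-maximal effect; 100% = response of the positive control SU9516; nearly all actives have a fitted effect of over 60% in size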
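Alpha7betagal+/- myoblasts (passage 13) were plated 16-24 hr, then exposed to compounds (1:260 dilution of DMSO stock) for 48 hours at 37C. After MPER lysis, β-galactosidase reporter activity was read as FDG fluorescence (ex 480/em 540) after 30 minutes.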
ELG1 genotoxic: induces genotoxicity in HEK293T cells with luciferase-tagged ELG1 | HEK293T ELG1-luciferase reporter, luminescence, 16 h | Potency, µM (titrated, usually from 46 µM), without a hit: top-dose activity change, positive = activation, actives largely listed as activators | hit rate 1.3% among 330,000; note: potency is the fitted concentration of half-maximal effect; % of control where 0% means no effect; nearly all actives have a fitted effect of over 60% in size
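Quantitative HTS format in 1536-well plates. HEK293T ELG1-luciferase reporter cells receive test compound and are incubated 16 hr at 37 °C, 5% CO2; ONE-Glo added, 30 min room temperature, then luminescence read.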
B2AR arrestin: agonists driving beta-arrestin recruitment to human beta2-adrenergic receptor; P07550; beta-arrestin recruitment to beta2AR, cell-based reporter; Potency, µM (highest dose often 46.1 µM), for inactives: at the top dose activation, most hits filed as activators; hit rate 0.02% among 330,000; AID 492947;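 note: potency is the fitted concentration of half-maximal effect; 0% = DMSO controls and full agonism = EC100 isoproterenol or metaproterenol; nearly all actives have a fitted effect of over 65% in size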
USP2a inh: blocks human ubiquitin-specific protease USP2a; USP2 core, Ub-CHOP2 coupled fluorogenic reporter, 485/531; Potency, µM (top dose mostly 38.3 µM), for inactives: at the top dose activity change, negative = inhibition, usual class: inhibitors; hit rate 0.01% among 330,000;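 note: potency is the fitted concentration of half-maximal effect; plate controls were DMSO wells for no effect and full inhibition by NEM control for full effect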
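Cell-free coupled assay: 10nM USP2 core preincubated 30min RT with compound in Tris-HCl pH 8.0/CaCl2/CHAPS buffer, then 25nM Ub-CHOP2 and 25nM reporter substrate; fluorescence (Ex 485/Em 531) read after 60min RT, normalized to NEM inhibition, concentration-response curves fitted.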
uPA generation: inhibitors of cell surface uPA generation; Potency, µM (series often up to 38.3 µM), for the others: at the highest dose activity change, negative = inhibition, hits mostly inhibitors; cell surface uPA generation assay, qHTS; hit rate 0.31% among 330,000; active = well fitted inhibition curve with a large enough effect; inconclusive = small, poorly fitted or top-dose-only effect; inactive = no such curve, though single readings can be large or run the other way; tested in mouse RAW 264.7 cells; note: potency is the fitted concentration of half-maximal effect; % is set by controls: 0 for no effect and ±100 for the full control effect; nearly all actives have a fitted effect of over 55% in size
Eya2 inh: inhibitors of human Eya2 phosphatase activity. recombinant Eya2, OMFP fluorescence dephosphorylation (OMFP is methylfluorescein phosphate). hit rate 0.006% among 330,000. Potency, µM (doses to about 76.9 µM), without a hit: top-dose activity, negative = inhibition, actives largely listed as inhibitors. AID 488837; note: potency is the fitted concentration of half-maximal effect; % is set by controls: 0 for no effect and ±100 for the full control effect
Target sequence (O00167 whole entry, looked up): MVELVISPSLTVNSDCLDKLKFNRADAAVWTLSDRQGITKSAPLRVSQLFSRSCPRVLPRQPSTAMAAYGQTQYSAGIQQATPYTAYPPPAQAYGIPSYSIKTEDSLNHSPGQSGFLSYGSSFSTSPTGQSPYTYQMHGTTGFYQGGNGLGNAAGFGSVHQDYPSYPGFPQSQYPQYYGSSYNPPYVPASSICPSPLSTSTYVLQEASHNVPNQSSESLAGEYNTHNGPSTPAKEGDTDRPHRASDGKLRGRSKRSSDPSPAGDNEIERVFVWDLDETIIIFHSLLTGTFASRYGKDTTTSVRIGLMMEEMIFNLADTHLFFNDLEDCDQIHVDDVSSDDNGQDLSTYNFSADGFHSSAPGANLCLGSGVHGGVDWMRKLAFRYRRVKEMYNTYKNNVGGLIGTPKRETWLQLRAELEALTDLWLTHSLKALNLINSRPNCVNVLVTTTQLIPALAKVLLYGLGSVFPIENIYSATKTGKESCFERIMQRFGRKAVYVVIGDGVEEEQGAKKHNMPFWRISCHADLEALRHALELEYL
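Eya2 protein (added as 0.2 uM solution) was preincubated with compound for 10 min at ambient temperature in 50 mM HEPES pH 7.5, 50 mM NaCl, 5 uM MgCl2, 0.05% BSA, 1 mM DTT. OMFP (added at 50 uM) then reacted 10 min; fluorescence read at 485/525 nm.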
TRPV1 ag: activates the human vanilloid receptor TRPV1 | Q8NER1 | TRPV1-expressing cells, Fluo-8 calcium influx, agonist mode | activation, % at 8.33 µM | hit rate 0.19% among 320,000 | AID 540275; in the data active = activation above about 80%; inconclusive = between about 30% and that limit; note: 0% is about no effect
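Cells expressing TRPV1 were dye-loaded with Fluo-8 and read kinetically: 10 s baseline, 3 min after compound (agonist portion), then 2 min after EC20 capsaicin (allosteric enhancer portion). Calcium-bound dye fluorescence at 480/520 nm.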
PTAP TSG101 blk: blocks PTAP/TSG101 interaction to inhibit HIV-1 budding | Fluorescence polarization, FITC-PTAP peptide / Tsg101 binding | AID 493005 | Q99816 | Potency, µM (titrated, usually from 115 µM), inactives show at the top dose activity change, negative = inhibition, usual class: inhibitors | 340,000 tested, under 10 active; active = well fitted inhibition curve with a large enough effect in the main read-out, with a control signal flat, not every such curve was filed as active; inconclusive = small, poorly fitted or top-dose-only effect, or effect the other way, or a change in a side signal; inactive = no such curve, though single readings can be large or run the other way; note: potency is the fitted concentration of half-maximal effect; % of control where 0% means no effect
Target sequence (Q99816 whole entry, looked up): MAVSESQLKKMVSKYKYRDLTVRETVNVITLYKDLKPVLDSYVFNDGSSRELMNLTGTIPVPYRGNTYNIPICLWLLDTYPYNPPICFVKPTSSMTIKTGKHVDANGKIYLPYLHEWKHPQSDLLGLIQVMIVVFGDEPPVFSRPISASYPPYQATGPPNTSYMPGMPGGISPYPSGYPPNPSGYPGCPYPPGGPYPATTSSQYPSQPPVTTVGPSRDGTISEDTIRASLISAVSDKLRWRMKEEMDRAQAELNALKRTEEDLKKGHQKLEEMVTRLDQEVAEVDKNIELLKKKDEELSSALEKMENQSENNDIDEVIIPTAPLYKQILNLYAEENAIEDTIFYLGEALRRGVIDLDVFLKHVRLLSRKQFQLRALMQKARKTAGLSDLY
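FP read-out: FITC-PTAP peptide, 50 nM final, binding Tsg101 binding domain, 10 uM final; 20 min, r.t.; 10 mM HEPES pH 7.5, 0.15 M NaCl, 0.01% Tween 20, 3 mM EDTA, 0.1 mM TCEP.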
Active calls of the source: *; i = inactive; ? = inconclusive; · = no result given; & = joins results of further samples; [ ] = dose if it differs, or a comment. Unless noted, calls come from the whole dose curve; as a rule, active = well fitted curve in the direction sought with a large enough effect; inconclusive = small, poorly fitted or top-dose-only effect, or another doubt; inactive = no such curve, though single readings can be large; an effect the other way counts as inactive or inconclusive. An unsorted share of the library. Share with any hit: about 2.6%.

Sample of the layout:
SMILES	p53 reactivation	BRCA1 expr up	ASM inhibitor	Integrin act MD	ELG1 genotoxic	B2AR arrestin	USP2a inh	uPA generation	Eya2 inh	TRPV1 ag	PTAP TSG101 blk
COc1cc(C(Nc2ccc(S(=O)(=O)NCC3CCCO3)cc2)C(=O)NC(C)(C)C)cc(OC)c1OC (stereo not drawn)	1%	-31%	1%	-13%	5%	0.3%	-2%	0%	-18%	1	-4%
O=C(Cn1cccc1)N1CCN(C(c2ccccc2)c2ccccc2)CC1	2%	1%	1%	-16%	-4%	-0.2%	4%	·	17%	?	-10%
Cc1ccc(N2C(=O)C(CC(=O)Nc3cccc(F)c3)N(C3CC3)C2=O)cc1 (stereo not drawn)	11%	-5%	-11%	23%	6%	-1.1%	-1%	11%	5%	1	-4%
COc1ccc(-c2nnc(SCC(=O)NC3CCCC3)n2C)cc1	0%	-3%	-2%	-19%	1%	-0.5%	2%	8%	7%	-4	-1%
Cc1cc(C)c2c(c1)NC(c1cc3c(cc1Br)OCO3)C1CC=CC21 (stereo not drawn)	11%	-64%	-10%	-19%	1%	-0.1%	0%	1%	0%	1	-1%
CCCCC(c1nnnn1Cc1ccco1)N1CCN(C(=O)c2ccco2)CC1 (stereo not drawn)	-5%	-23%	0%	5%	?	-1.8%	-1%	-3%	-2%	1	-6%

Main list (from the top)
SMILES	p53 reactivation	BRCA1 expr up	ASM inhibitor	Integrin act MD	ELG1 genotoxic	B2AR arrestin	USP2a inh	uPA generation	Eya2 inh	TRPV1 ag	PTAP TSG101 blk
COc1cc(C(Nc2ccc(S(=O)(=O)NCC3CCCO3)cc2)C(=O)NC(C)(C)C)cc(OC)c1OC (stereo not drawn)	1%	-31%	1%	-13%	5%	0.3%	-2%	0%	-18%	1	-4%
O=C(Cn1cccc1)N1CCN(C(c2ccccc2)c2ccccc2)CC1	2%	1%	1%	-16%	-4%	-0.2%	4%	·	17%	?	-10%
Cc1ccc(N2C(=O)C(CC(=O)Nc3cccc(F)c3)N(C3CC3)C2=O)cc1 (stereo not drawn)	11%	-5%	-11%	23%	6%	-1.1%	-1%	11%	5%	1	-4%
COc1ccc(-c2nnc(SCC(=O)NC3CCCC3)n2C)cc1	0%	-3%	-2%	-19%	1%	-0.5%	2%	8%	7%	-4	-1%
Cc1cc(C)c2c(c1)NC(c1cc3c(cc1Br)OCO3)C1CC=CC21 (stereo not drawn)	11%	-64%	-10%	-19%	1%	-0.1%	0%	1%	0%	1	-1%
CCCCC(c1nnnn1Cc1ccco1)N1CCN(C(=O)c2ccco2)CC1 (stereo not drawn)	-5%	-23%	0%	5%	?	-1.8%	-1%	-3%	-2%	1	-6%
O=C(COc1ccccc1-c1ccccc1)N/N=C/c1ccncc1	-6%	-15%	6%	38%	-7%	-0.4%	1%	3%	-1%	?	-5%
CC1=C(C(=O)Nc2ccccc2)C(c2ccncc2)n2nnnc2N1 (stereo not drawn)	-7%	-1%	0%	-59%[inhibitor]	1%	0.2%	2%	-1%	11%	-5	-4%
CC(C)(O)CN(C(=O)C(c1ccccc1)c1ccccc1)C1CCCCC1	·	-28%	-3%	16%	·	·	·	11%	·	·	-9%
Cc1cc(NS(=O)(=O)c2ccc3c(c2)OCCO3)no1	3%	-2%	3%	4%	-3%	-0.5%	-1%	1%	1%	0	0%
Cc1cc(C)n2nc(-c3ccccc3)c(-c3ccccc3)c2n1	-5%	-50%	-3%	-17%	-6%	-0.4%	0%	-3%	7%	8	-1%
Cc1cc(C)nc(NC(=O)c2cccc(Br)c2)n1	·	29%	3%	22%	2%	-0.4%	-1%	-2%	7%	-3	-2%
Cc1cc(-n2c(=O)c(C#N)cc3c(=O)n4cccc(C)c4nc32)no1	-4%	-5%	i	-22%[7.66 µM]	4%	-0.2%	0%	4%	1%	-3	-7%
CCOC(=O)n1c(SCC(N)=O)nc2ccccc21	2%	31%	2%	-12%	-4%	-0.3%	0%	-6%	-12%	-2	-9%
CCC(OC(=O)c1ccco1)C(=O)NCc1ccco1 (stereo not drawn)	17%	3%	-1%	18%	-2%	-0.2%	0%	-3%	15%	2	-5%
Cc1nn(Cc2ccccc2)c(C)c1/C=N/NC(=O)c1cccnc1	2%	-19%	0%	-10%	-1%	-1.1%	5%	-1%	-2%	1	0%
COc1ccc(-c2cc(=O)oc3cc(OCC(=O)NCCCn4ccnc4)ccc23)cc1	8%	3%	-3%	-24%	1%	0.1%	4%	1%	8%	0	-1%
CCc1ccc(C(=O)CSc2nnc(C)c(=O)[nH]2)cc1	2%	13%	3%	26%	-5%	-0.2%	1%	-9%	-33%	-2	-2%
CCCn1c(OC)nc2c1c(=O)n(C)c(=O)n2C	-9%	-18%	3%	10%	-5%	-0.1%	0%	-9%	-6%	-2	-3%
COc1ccc(NC(=O)Cn2nnc(C(=O)NCCc3ccccc3)c2N)cc1	-1%	24%&13%	3%	-16%	?	0.1%	6%	7%	7%	10	-2%
CC(C)NC(=O)NC(=O)CSc1nncs1	-1%	0%	3%	15%	1%	-0.8%	1%	1%	6%	4	0%
COc1ccccc1N1CCN(C2CCCN(C(=O)CCc3cnccn3)C2)CC1 (stereo not drawn)	8%	-2%	4%	17%	-1%	0.1%	1%	5%	9%	-5	3%
O=C(NC(=S)Nc1ccc(Br)cn1)c1cncc(Br)c1	-3%	10%	2%	16%	2%	0.6%	1%	·	-3%	-3	-4%
COc1ccccc1C(=O)Nc1ccc(C)c(S(=O)(=O)N2CCCCC2)c1	-8%	-35%	-5%	-33%	-5%	-0.7%	3%	0%	-12%	?	-6%
Cc1ccc2nc(SCC(=O)N3CCCCCC3)nc(=O)n2c1	-1%	4%	-3%	-20%	1%	0.2%	1%	-2%	19%	-2	-1%
CCCCN(C)CCC(=O)Nc1ccc2c(c1)CCC2	-3%	-5%	5%	17%	-10%	0.0%	3%	5%	0%	?	-3%
Cc1noc(C(=O)NCc2ccccc2)c1Cl	3%	0%	-3%	7%	2%	-0.6%	1%	-3%	2%	9	-1%
Cc1cccc(S(=O)(=O)N2CCC(CO)(Cc3ccccc3)CC2)c1	3%	-16%	4%	?	-8%	-0.2%	1%	·	-4%	17	-1%
CCOC(=O)CSc1cc(CSc2ccccc2)nc(-c2ccccc2)n1	5%	-13%	-6%	-19%	-1%	0.0%	-3%	4%	-17%	9	-1%
CCN(CC)C(=O)CSc1nc2cccnc2n1-c1ccccc1OC	-1%	0%	3%	0%	-1%	0.0%	-1%	5%	14%	1	-6%
COc1ccc(C2N=C(c3ccccc3)NO2)cc1OC (stereo not drawn)	?	70%	-20%	2%	?	-0.2%	1%	0%	0%	2	0%
CCOC(=O)/C(C#N)=C\c1cccnc1	3%	-12%	3%	-24%	3%	0.2%	2%	·	-1%	-5	2%
CC(=O)N1c2ccc(S(=O)(=O)N(C)CC(=O)NCc3ccccc3)cc2CC1C (stereo not drawn)	-7%	2%	-1%	-26%	-3%	0.4%	1%	4%	3%	2	-6%
COC(=O)c1ccccc1C(=O)N1CCOCCN(C(=O)c2ccccc2C(=O)OC)CCOCC1	9%	1%	2%	17%	1%	1.7%	-1%	3%	-2%	4	-7%
CCOC(=O)Cc1cc(=O)c2cc(C)ccc2[nH]1	-3%	-1%	1%	-3%	-3%	-0.9%	0%	7%	?	4	-4%
Cc1ccc(NC(=O)c2cc(-c3ccccc3)nn2-c2ccccc2)cc1	12%	-66%	-2%	-1%	-1%	-0.3%	-1%	-2%	-5%	?	0%
O=C(CC1CCOCC1)Nc1ccc(Cl)c(Cl)c1	0%	45%	0%	9%	6%	0.0%	3%	-2%	3%	2	-1%
COc1ccc(NC(=O)CSc2ccc3nnc(CCNC(=O)c4ccccc4)n3n2)cc1OC	20%	-4%	3%	?	1%	0.0%	1%	0%	-1%	-1	1%
O=C(CCCN1C(=O)CCC1=O)Nc1ccc(Cl)c(C(F)(F)F)c1	-8%	-7%	-1%	22%	1%	-0.1%	-2%	8%	3%	18	-3%
O=c1cc(-c2ccc(O)c(O)c2)oc2ccc3ccccc3c12	·	-63%[inhibitor]	-5%	-3%	1.5µM*	-0.3%	0%	-13%	-36%	28	-1%
